# Compound activity: PubChem BioAssay, several laboratories
# E coli Lon inh = inhibitors of E. coli Lon protease | P0A9M0 | inhibition, % at 7.94 µM | 0.42% of 360,000 active | purified E. coli Lon protease, fluorescence polarization | AID 602123; in the data active = inhibition above about 13%, passing the limit was not always enough;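 also: 0% = enzyme with probe and DMSO and 100% = no enzyme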
# MsrA inhibitor = inhibitors of bovine MsrA; purified bovine MsrA, absorbance read-out; AID 651718; 0.75% of 360,000 active; inhibition, % at 15.5 µM; in the data active = inhibition above about 4.5%;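 also: 0% = vehicle wells with enzyme and 100% = reference inhibitor wells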
# MLLE-PAM2 inh = inhibitors of microRNA-mediated deadenylation, human PABP1 MLLE binding; P11940; GST-MLLE / FITC-PAM2 fluorescence polarization; inhibition, % at 20 µM; 0.36% of 360,000 active; AID 588489; in the data active = inhibition above about 35%, passing the limit was not always enough;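 also: plate controls were DMSO wells with GST-MLLE for no effect and wells lacking GST-MLLE protein for full effect; some results filed as inactive read as strong as hits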
# Rpn11 block = blocks the human proteasome subunit Rpn11; human 26S proteasome, Ub4-pepOG fluorescence polarization; 20S core pre-blocked with epoxomicin; O00487; calls only at 20 µM; 0.59% of 360,000 active; AID 588493;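 active = inhibition at 20 µM, scaled to each plate's controls, above about 33%, limit read from the data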
# Rin1 Abl inh = inhibitors of human Rin1-Abl protein interaction | 0.4% of 360,000 active | inhibition, % at 7.35 µM | TR-FRET Rin1/Abl binding, biochemical; in the data active = inhibition above about 5%, passing the limit was not always enough
# CSN deneddyl inh = inhibitors of human CSN-mediated cullin deneddylation; AID 651999; 0.38% of 360,000 active; Q92905; Purified CSN, SCF-Nedd8-OG deneddylation, fluorescence polarization; inhibition, % at 12.5 µM;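 active = pattern-corrected inhibition above about 35%, with an unprinted fluorescence ratio check between 0.5 and 1.5, limit read from the data, passing the limit was not always enough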;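 also: 0% = enzyme with substrate and 100% = substrate without enzyme; some results filed as inactive read as strong as hits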
#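 Material: purified human Csn5 enzyme expressed in HEK293T cells / Medium: Tris buffer pH 7.5, NaCl, DTT, Tween-20, trehalose, ovalbumin / Compound dosing: 12.5 µM single point / Schedule: 90 min incubation of compound, enzyme and substrate at room temperature / Signal: fluorescence polarization of the substrate / Control set: no-enzyme wells high, enzyme-with-substrate wells low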
# MT1-MMP act inh = MT1-MMP (human) activation inhibition | P50281 | HT1080 RFP-PRO-GFP cells, GFP/RFP ratio fluorescence, overnight; percent of plate control window, DMSO zero | GFP/RFP ratio change, % at 20 µM | 0.061% of 360,000 active | AID 651647;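 active = GFP/RFP ratio change of at least 30% with cell ATP level not reduced by more than half and red fluorescence within 50% of control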; also: strong numbers were not always called active
#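 Assay system: HT1080 RFP-PRO-GFP cells. Benchmarks: DMSO vehicle wells and RFP-L50D-GFP reporter cell wells. Times: overnight cell settling, then overnight compound exposure, 37 °C, 5% CO2. Compound: 20 µM single dose, 1% DMSO. Read-out basis: GFP/RFP fluorescence ratio.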
# FAS TE block = blocks the thioesterase domain of human fatty acid synthase; recombinant FAS-TE, OMFH fluorogenic substrate, fluorescence endpoint; 0.67% of 360,000 active; inhibition, % at 15 µM;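 active = compounds whose normalised, plate-corrected inhibition of enzyme fluorescence in the single-dose primary screen is 50% or more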;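 also: 0% = DMSO with enzyme and 100% = substrate without enzyme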
# MsrA act = activators of bovine methionine sulfoxide reductase A. purified bovine MsrA, absorbance read-out. activation, % at 10.6 µM. 0.3% of 360,000 active. AID 602163; in the data active = activation above about 7.5%;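 also: 0% = vehicle and 100% = reference activator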
# The depositor's hits bear a star; i = inactive; nt = no result given.
# Below each compound: E coli Lon inh	MsrA inhibitor	MLLE-PAM2 inh	Rpn11 block	Rin1 Abl inh	CSN deneddyl inh	MT1-MMP act inh	FAS TE block	MsrA act
Cc1ccc(C(C)C)c(OCC(=O)N2CCN(c3ncccn3)CC2)c1
 : 8	-1.2	-4	i	5	0	6	2	-2
COc1cccc(/C=N/NC(=O)CN(C)S(=O)(=O)c2ccccc2)c1OC
 : -7	2.3	5	i	0	5	0	-2	-2
CCOC(=O)CN1CC23C=CC(O2)C(C(=O)Nc2ccc(OCC)cc2)C3C1=O (configuration not stated)
 : -11	0.9	-2	i	3	6	1	-1	-4
CC1CCN(S(=O)(=O)c2ccc3[nH]c(=O)c(=O)[nH]c3c2)CC1
 : -4	0.8	-9	i	-1	-1	3	-8	-1
O=C(CCN1C(=O)c2ccccc2C1=O)NC(=S)Nc1ccccc1
 : -5	0.0	29	i	-5	-2	4	-2	-1
COc1cc(C(=O)Oc2ccccc2/C=N/NC(=O)c2ccc(C)cc2)cc(OC)c1OC
 : -3	2.6	9	i	2	-2	-2	4	0
Cc1ccccc1CSCCNC(=O)c1ccc(N(C)S(=O)(=O)c2ccccc2)cc1
 : 12	0.0	4	i	-1	4	8	24	-1
COc1ccc(CNC(=O)COC(=O)c2cnccn2)cc1
 : 2	1.2	-4	i	4	-5	5	-9	0
CCOC(=O)C1=C(C)NC(C)=C(C(=O)OCC)C1C(=O)OCC(=O)N1CCOCC1
 : 1	1.2	-1	i	3	5	-2	0	-8
CN(C)c1ccc(-c2csc(C(C)(O)c3ccccc3)n2)cc1 (configuration not stated)
 : 11	-0.7	2	i	4	-6	-6	13	0
CC(C)(C)NC(=O)C(c1ccsc1)N(CCc1ccccc1)C(=O)Cn1nnc2ccccc21 (configuration not stated)
 : -6	-0.5	11	i	-2	-1	0	-9	-3
COC(=O)c1sc(NC(=O)C2CCCO2)c(C(=O)OC)c1C (configuration not stated)
 : -3	1.3	-2	i	0	0	-6	0	-6
CC(=O)Nc1ccc(-c2nc3cc(Cl)ccc3o2)cc1
 : 0	-0.7	-17	i	-2	12	1	1	-5
CC(NC(=O)C1CCCN1C(=O)OCc1ccccc1)c1ccccc1 (configuration not stated)
 : -8	-1.3	2	i	0	2	0	-3	-4
CC(C)(C=O)C1=CC(=O)c2ccccc2C1=O
 : 27	-0.5	34	i	-1	0	-43	14	-8
CS(=O)(=O)N(CC(O)Cn1c2ccccc2c2ccccc21)c1ccccc1 (configuration not stated)
 : -7	-0.7	-8	i	-1	-2	7	10	-1
Cc1cc(C)c2nc(SCC(=O)Nc3ccccc3N3CCOCC3)c(C#N)cc2c1
 : 1	-0.7	-10	i	2	1	-13	0	-11
CCOc1ccccc1Nc1ncccc1C(=O)O
 : 3	-0.2	5	i	5	-5	3	-3	2
Nc1nc(SCc2ccccn2)c2ncn(C3OC(CO)C(O)C3O)c2n1 (configuration not stated)
 : -5	-1.0	-5	i	2	-2	4	-5	2
COc1cc2[nH]c(=O)n(CCCCCC(=O)N3CCN(c4ccccn4)CC3)c(=O)c2cc1OC
 : -7	-0.9	3	i	0	1	8	-7	-10

# Random excerpt: three entries already listed
# Below each compound: E coli Lon inh	MsrA inhibitor	MLLE-PAM2 inh	Rpn11 block	Rin1 Abl inh	CSN deneddyl inh	MT1-MMP act inh	FAS TE block	MsrA act
COC(=O)c1sc(NC(=O)C2CCCO2)c(C(=O)OC)c1C (configuration not stated)
 : -3	1.3	-2	i	0	0	-6	0	-6
CC(C)(C)NC(=O)C(c1ccsc1)N(CCc1ccccc1)C(=O)Cn1nnc2ccccc21 (configuration not stated)
 : -6	-0.5	11	i	-2	-1	0	-9	-3
CC(NC(=O)C1CCCN1C(=O)OCc1ccccc1)c1ccccc1 (configuration not stated)
 : -8	-1.3	2	i	0	2	0	-3	-4

# Further results.
# Below each compound: E coli Lon inh	MsrA inhibitor	MLLE-PAM2 inh	Rpn11 block	Rin1 Abl inh	CSN deneddyl inh	MT1-MMP act inh	FAS TE block	MsrA act
CCCCn1c(N)c(N(CCOC)C(=O)COC(=O)C(C)Oc2ccc(Cl)cc2)c(=O)[nH]c1=O (configuration not stated)
 : -8	0.8	7	i	2	-1	-4	-5	-2
COC(=O)c1cc(S(=O)(=O)N2CCN(C3CCCCC3)CC2)c[nH]1
 : -2	nt	7	i	0	6	4	-2	-1
O=C(COc1ccc(F)cc1)NCC1(N2CCCCC2)CCCCC1
 : 2	-0.8	-10	i	2	2	2	-6	-11
O=C(c1ccccc1F)N1CCN=C1c1ccccc1
 : 1	0.5	15	i	1	1	3	-2	-4
Cc1ccc(C(C)C)c(OCC(=O)OCC(=O)c2c(N)n(C)c(=O)n(C)c2=O)c1
 : -4	-1.1	-1	i	1	-2	0	13	-9
O=C(NC1CCCC1)C(c1ccc(N2CCOCC2)cc1)N(Cc1ccccc1)C(=O)c1ccco1 (configuration not stated)
 : 0	0.1	-14	i	-2	6	2	-4	-1
O=C(NC1CCCC1)c1ccc(CNc2c(N3CCOCC3)c(=O)c2=O)cc1
 : -4	-1.6	-13	i	0	1	1	-4	-4
CC(=O)Nc1ccc(C(=O)N2CCN(S(=O)(=O)c3ccc4c(c3)OCCCO4)CC2)cc1
 : -8	-0.7	-16	i	2	0	nt	-3	-12
CC1CN(C)C(C)C/C1=N\Oc1ccc([N+](=O)[O-])cc1 (configuration not stated)
 : 1	0.9	1	i	4	-11	-6	2	-5
Cc1[nH]nc2c1C(c1ccc3c(c1)OCO3)C(C#N)=C(N)O2 (configuration not stated)
 : -14	0.7	3	i	-3	-9	-3	-10	-11

# Entries of single compounds, quoted from the list. Screens in order: E coli Lon inh	MsrA inhibitor	MLLE-PAM2 inh	Rpn11 block	Rin1 Abl inh	CSN deneddyl inh	MT1-MMP act inh	FAS TE block	MsrA act
# CC1CN(C)C(C)C/C1=N\Oc1ccc([N+](=O)[O-])cc1 (configuration not stated) is entered as 1	0.9	1	i	4	-11	-6	2	-5
# CCCCn1c(N)c(N(CCOC)C(=O)COC(=O)C(C)Oc2ccc(Cl)cc2)c(=O)[nH]c1=O (configuration not stated) is entered as -8	0.8	7	i	2	-1	-4	-5	-2
# O=C(COc1ccc(F)cc1)NCC1(N2CCCCC2)CCCCC1 is entered as 2	-0.8	-10	i	2	2	2	-6	-11
# O=C(NC1CCCC1)C(c1ccc(N2CCOCC2)cc1)N(Cc1ccccc1)C(=O)c1ccco1 (configuration not stated) is entered as 0	0.1	-14	i	-2	6	2	-4	-1
# O=C(NC1CCCC1)c1ccc(CNc2c(N3CCOCC3)c(=O)c2=O)cc1 is entered as -4	-1.6	-13	i	0	1	1	-4	-4

# Following part.
# Below each compound: E coli Lon inh	MsrA inhibitor	MLLE-PAM2 inh	Rpn11 block	Rin1 Abl inh	CSN deneddyl inh	MT1-MMP act inh	FAS TE block	MsrA act
Cc1ccccc1OCC(O)Cn1nnc2ccccc21 (configuration not stated)
 : 2	1.3	10	i	0	-6	2	-4	-1
CCOC(=O)c1[nH]ncc1CN1CCCC(C(=O)c2cccc3ccccc23)C1 (configuration not stated)
 : -2	0.6	-4	i	0	1	0	-8	-5
O=C(Nc1ccc(N2CCCCC2)cc1)c1ccc2c(c1)OCCO2
 : -4	2.2	10	i	-2	3	4	3	-3
O=[N+]([O-])c1cc2c(cc1C=Nc1ccccc1)OCO2
 : 1	nt	-78	i	0	2	6	-29	3
Cc1cc(NC(=O)C(C)SCC(=O)Nc2cc(Cl)ccc2N2CCN(C)CC2)no1 (configuration not stated)
 : 9	3.5	-19	i	5	-3	0	-7	3
COc1ccc2oc(=O)c(C(=O)N3CCN(c4ccccc4F)CC3)cc2c1
 : -9	1.7	3	i	-5	2	-3	7	2
O=C(Nc1nnc(-c2ccco2)o1)c1ccc(S(=O)(=O)N2CCCC2)cc1
 : -5	1.5	-4	i	1	3	0	-16	16*
CCN(CC)C(=O)CSc1nnc([C@@H](NC(=O)OC(C)(C)C)C(C)C)o1
 : -9	-1.1	11	i	-2	-1	4	-8	-16
CCOC(=O)c1csc(NC(=O)c2cc3ccccc3o2)n1
 : 16	3.1	6	i	-4	3	-30	-2	-2
Cc1cn(CC(=O)NCC2CCCO2)c(=O)[nH]c1=O (configuration not stated)
 : -9	-0.5	1	i	-1	-1	5	-7	-10
CS(=O)(=O)NCc1ccc(C(=O)O)cc1
 : -4	-1.0	5	i	1	-8	0	-5	-4
COc1ccc(OC)c(NC(=S)N2CCN(c3ccccn3)CC2)c1
 : -5	0.0	-79	i	-3	-4	7	-5	0
Cc1cc(NC(=O)CCC(=O)N(CC(=O)NC2CCCC2)c2ccc(C(C)C)cc2)no1
 : -6	0.6	-3	i	5	0	1	12	2
O=C(Cn1c(=O)[nH]c2ccccc2c1=O)Nc1ccc2c(c1)OCCO2
 : 9	0.4	1	i	-1	0	-4	-4	-3
Cc1ccc(C(=O)NC(=O)OCCn2c(C)cnc2[N+](=O)[O-])cc1
 : 4	1.7	-5	i	6	-4	nt	-3	-15
Cc1ccccc1NC(=O)c1ccc2c(c1)N(C)CCS2
 : -5	0.3	-3	i	-3	-2	1	-6	-3
CC(=O)c1cccc(NC(=S)NC(=O)c2ccccc2Br)c1
 : 11	1.1	36*	i	3	-10	-3	6	-9
CCC(C)NCCOc1ccccc1C (configuration not stated)
 : -1	0.9	-5	i	1	-1	1	-8	-2
COc1ccc(CCNC(=O)C2CCCN2C(=O)Nc2ccc(Cl)cc2)cc1OC (configuration not stated)
 : -1	1.1	0	i	0	4	0	-6	-3
O=C(Nc1ncccn1)c1ccc([N+](=O)[O-])cc1Cl
 : 5	1.1	-5	i	-2	-1	0	-3	-2
O=C(NC(=S)N(CCCCO)C1CCCCC1)c1sc2ccccc2c1Cl
 : -2	0.8	34	i	-29	3	-5	7	0
Fc1ccc(Nc2nc3ccccc3s2)cc1
 : -4	0.3	-1	i	0	-3	-1	4	-3
COc1ccc2oc(C(=O)OCC(=O)NC3CC3)c(C)c2c1
 : -7	2.0	4	i	0	-2	2	-5	-2
CCOC(=O)C1=C(COC(=O)CC(C)c2ccccc2)NC(=O)NC1C (configuration not stated)
 : -3	1.0	-7	i	2	-7	5	-7	-1
CCn1c(/N=C/c2ccccc2NS(=O)(=O)c2ccc(C)cc2)nc2ccccc21
 : 6	nt	-4	i	-1	2	1	-2	-10
CCn1c(SCC(=O)N2CCN(S(=O)(=O)c3ccccc3)CC2)nnc1-c1cccs1
 : -6	0.6	3	i	3	4	-1	-7	9.6*
CCc1ccc(C2=NN(C(=O)OC)C(O)(C(F)(F)F)C2)cc1 (configuration not stated)
 : -1	-1.2	-95	i	1	2	-2	-8	-1
Cc1ccc(NC(=O)c2[nH]cnc2C(=O)NN)cc1
 : 0	1.9	2	i	-2	-3	-4	-2	-3
O=c1c2ccccc2nc(SCc2nc(-c3ccccc3)no2)n1-c1ccc(F)cc1
 : 8	nt	-8	i	3	4	-9	39	1
CCCC(=O)Nc1c(C)nn(C(=O)CCC)c1C
 : -10	-0.8	6	i	0	-3	1	0	-4
Cc1cc(C)n(-c2ccc(C(=O)OCC(=O)N(CC(C)C)C3CCS(=O)(=O)C3)cc2)n1 (configuration not stated)
 : -11	-0.5	-14	i	3	1	3	-5	-1
CCOc1cc([N+](=O)[O-])cc(/C=C2/NC(=O)N(Cc3ccccc3F)C2=O)c1O
 : 4	4.6*	-4	i	-2	6	20	1	-4
CCn1c(CSc2nnc(C)n2-c2ccccc2)nc2cc(S(=O)(=O)N(C)C)ccc21
 : -7	1.5	-2	i	2	2	2	-4	-2
